Assay outcomes: PubChem, SRMLSC
MRP resist rev = reversal of MRP1-mediated doxorubicin resistance, primary screen, H69AR cells, doxorubicin co-treatment; H69AR cells + 2 uM doxorubicin, CellTiter-Glo, 72 h; differential viability (reversal), % at 10 µM; 85,000 tested, 0.04% active; AID 602, 2007;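 active = viability drop by adding the cancer drug above about 55%, with treated viability meeting a 40% cutoff, limit read from the data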;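 note: viability without doxorubicin minus viability with 2 µM doxorubicin for each compound; larger differential means the compound sensitizes cells more to doxorubicin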
MRP resist rev cytotoxicity = further read-out of MRP resist rev, marked with its call; viability, %; H69AR cells, CellTiter-Glo, 72 h; measured here: cytotoxicity without doxorubicin
MRP resist rev with doxorubicin = also measured in MRP resist rev; calls as there; viability, %; measured here: viability with 2 uM doxorubicin; active compounds read low
Active calls of the source: *; & = joins results of further samples. Not all compounds are listed. The share of hits here may be higher or lower than overall.

Preview (five entries):
canonical_smiles	MRP resist rev	MRP resist rev cytotoxicity	MRP resist rev with doxorubicin
Cc1cc(Nc2cccc(F)c2)n2nc(C)nc2n1	8	98	90
Cc1noc(C(=O)Nc2c(C)n(C)n(-c3ccccc3)c2=O)c1Cl	-3	92	95
CCOC(=O)c1sc(NC(=O)C(CC)Sc2nnc3c4ccccc4n(CC)c3n2)nc1C (configuration not stated)	-1	84	85
CCC(=O)Nc1c(C#N)c2nc3ccccc3nc2n1-c1ccccc1C	-10	82	92
Cc1c(C(=O)NCCCN2CCOCC2)sc2nc(-c3ccccc3)cn12	-14	61	75

Main list, from the first entry:
canonical_smiles	MRP resist rev	MRP resist rev cytotoxicity	MRP resist rev with doxorubicin
Cc1cc(Nc2cccc(F)c2)n2nc(C)nc2n1	8	98	90
Cc1noc(C(=O)Nc2c(C)n(C)n(-c3ccccc3)c2=O)c1Cl	-3	92	95
CCOC(=O)c1sc(NC(=O)C(CC)Sc2nnc3c4ccccc4n(CC)c3n2)nc1C (configuration not stated)	-1	84	85
CCC(=O)Nc1c(C#N)c2nc3ccccc3nc2n1-c1ccccc1C	-10	82	92
Cc1c(C(=O)NCCCN2CCOCC2)sc2nc(-c3ccccc3)cn12	-14	61	75
COCCn1c(SCC(=O)Nc2ccc3c(c2)OCCO3)nc2c(c1=O)SC(C)C2 (configuration not stated)	-4	83	87
Cc1ccc2cc(CN(Cc3cccs3)C(=O)c3ccco3)c3nnnn3c2c1C	-2	88	90
CCOc1ccc(OCC)c(NC(=O)CN2CCN(c3cccc(C)c3C)CC2)c1	-5	81	86
Cc1ccc(-n2ncc3c(NCCCN4CCCC4=O)ncnc32)c(C)c1	19	62	43
COc1ccc(-n2nc(C(=O)NCc3ccco3)c3c4ccccc4n(C)c3c2=O)cc1	-6	86	92
COc1ccc(NC(=O)CSc2nc3c(c(=O)n2-c2ccc(C)cc2)SCC3)c(OC)c1	-12	41	52
CN(CCNC(=O)c1ccc(/C=N/O)nc1)Cc1ccccc1	9	99	91
Clc1ccc2nc(N3CCCCC3)sc2c1	18	99	81
O=C(O)C[CH2][Ge](=[O])[O][Ge](=[O])[CH2]CC(=O)O	-17	86	103
Cc1ncc(CO)c2cc(S(=O)(=O)c3ccc(F)cc3)c(=O)oc12	-19	60	79
O=C(O)c1cc(-c2ccccc2)nc2ccccc12	-5	99	104
COc1cccc(NC(=O)CCSc2nnc3scc(-c4ccccc4)n23)c1	6	98	92
COc1cc(OC)c(NC2c3ccccc3C(=O)N2c2cc(C)ccn2)cc1Cl (configuration not stated)	-8	74	82
CC(=O)OCC(=O)[C@@]1(O)CC[C@H]2[C@@H]3CCC4=CC(=O)CC[C@]4(C)[C@H]3[C@@H](O)C[C@@]21C	-2	101	103
O=C(CSc1nnc(Cn2c(=O)sc3ccccc32)n1-c1ccccc1)N1CCCCCC1	4	88	84
Cc1ccc(C2C(C(=O)c3cc4ccccc4o3)=C(O)C(=O)N2CCCN(C)C)cc1 (configuration not stated)	5	95	90
C=CCn1c(O)c(N=NC(=S)Nc2cccc(C)c2)c2ccccc21	-47	22	69
CN(C)S(=O)(=O)c1ccc(/C(O)=C2/C(=O)C(=O)N(CCN3CCCCC3)C2c2cccnc2)cc1 (configuration not stated)	-12	84	96
S=C(N=Nc1ccccc1)NNc1ccccc1	-22	59	81
NC(N)=NC(=O)c1nc(Cl)c(N)nc1N	-2	89	91
Cc1cc(C)n2nc(SCc3cc(=O)n4c(C)cccc4n3)nc2n1	12	88	76
Cc1ccccc1NC(=O)c1ccc(S(=O)(=O)N(C)C)cc1	20	92	72
CCn1cc(C(=O)O)c(=O)c2cc(F)c(N3CCNCC3)cc21	-9	86	95
COc1ccc(C)cc1NC(=O)c1cc2c(CO)cnc(C)c2oc1=N	2	99	97
CC(=O)O[C@H]1C[C@@H]2CC[C@@H]3[C@H](CC[C@@]4(C)[C@H]3C[C@H]([N+]3(C)CCCCC3)[C@@H]4OC(C)=O)[C@@]2(C)C[C@@H]1[N+]1(C)CCCCC1	11	96	84
CC(CCc1ccco1)NC(=O)Cn1ncc2c(=O)oc3ccccc3c21 (configuration not stated)	20	106	86
CCC(Sc1nc2n[nH]c(C)c2c(=N)n1-c1cc(Cl)ccc1C)C(=O)N1CCOCC1 (configuration not stated)	1	16	15
Cc1nc2c(cnn2-c2ccc(Cl)cc2)c(=O)n1-c1ccc2c(c1)OCCO2	-9	70	79
COc1ccccc1N1CCN(CC(=O)Nc2ccc(Cl)c(C(F)(F)F)c2)CC1	20	73	53
COCCn1c(SCc2csc(-c3ccccc3)n2)nc2ccccc21	9	85	76
COC(=O)c1ccc(C(=O)OC)c(NC(=O)c2ocnc2C)c1	2	85	83
COc1ccc(-c2csc(=Nc3ccccc3)n2CCO)cc1	-6	100	106
CC(=O)C(Sc1nc(-c2ccc(F)cc2)nc2c1c(=O)n(C)c(=O)n2C)C(C)=O	12	83	71
COc1ccc([C@@H]2Sc3ccccc3N(CCN(C)C)C(=O)[C@@H]2OC(C)=O)cc1	6	87	81
O=c1c2ccccc2nc(-c2ccc(Cl)cc2)n1C1CCS(=O)(=O)C1 (configuration not stated)	12	92	80

Three entries from above, ordered by number of heavy atoms, ascending:
canonical_smiles	MRP resist rev	MRP resist rev cytotoxicity	MRP resist rev with doxorubicin
COc1ccc([C@@H]2Sc3ccccc3N(CCN(C)C)C(=O)[C@@H]2OC(C)=O)cc1	6	87	81
CCC(Sc1nc2n[nH]c(C)c2c(=N)n1-c1cc(Cl)ccc1C)C(=O)N1CCOCC1 (configuration not stated)	1	16	15
CC(=O)O[C@H]1C[C@@H]2CC[C@@H]3[C@H](CC[C@@]4(C)[C@H]3C[C@H]([N+]3(C)CCCCC3)[C@@H]4OC(C)=O)[C@@]2(C)C[C@@H]1[N+]1(C)CCCCC1	11	96	84

(list continues)
canonical_smiles	MRP resist rev	MRP resist rev cytotoxicity	MRP resist rev with doxorubicin
CCCCNc1cc(C(=O)O)cc(S(N)(=O)=O)c1Oc1ccccc1	6	96	89
Cn1c2c(c(=O)n(C)c1=O)C1c3ccccc3OCC1C(C)(C)O2 (configuration not stated)	15	97	82
Clc1cc2c(c(Cn3cnc4ccccc43)c1)OCOC2	9	97	88
COC(=O)c1cc(OC)c(OC)cc1N	-3	96	98
Cc1oc(-c2cccc(Cl)c2)nc1CN1CCC(C(=O)N2CCN(c3ccccn3)CC2)CC1	-29	33	62
COc1ccc(NC(=O)CSc2nnc(Cn3c(=O)sc4ccccc43)n2C)cc1OC	17	101	84
Cc1cnc(NC(=O)C2=C(O)c3ccccc3S(=O)(=O)N2C)s1	0	90	90
COc1ccc(/C(O)=C2/C(=O)C(=O)N(Cc3cccnc3)C2c2ccccn2)cc1 (configuration not stated)	-7	92	98
COCCNC(=O)Cn1c(=O)n(Cc2ccc(C(=O)NCc3ccco3)cc2)c(=O)c2ccccc21	1	88	87
CN(C(=O)COc1ccccc1)c1nnc(-c2ccncc2)s1	2	93	91
O=C(NC1CCCCCC1)c1nnc(Cc2ccc(Cl)cc2)o1	-12	90	102
COC(=O)c1ccsc1NC(=O)c1ccc(Cl)s1	-1	63	65
CCOC(=O)N1CCN(S(=O)(=O)c2ccc3c(c2)SC(C)C(=O)N3)CC1 (configuration not stated)	-5	80	86
COc1ccc(C)cc1NC(=O)c1cc2c(C)nc3ccccc3c2o1	2	92	89
Cc1cccc(CN2CCN(C(c3ccccc3)c3ccc(Cl)cc3)CC2)c1 (configuration not stated)	-4	89	92
Cc1ccc(N2CCn3c2nc2c3c(=O)n(CCc3ccccc3)c(=O)n2C)cc1	-14	77	91
C[C@H]1C[C@H]2[C@@H]3CCC4=CC(=O)C=C[C@]4(C)[C@@]3(Cl)[C@@H](O)C[C@]2(C)[C@@]1(O)C(=O)CO	-4	89	93
Cc1nc2sc3c(c2c2nc(-c4ccco4)nn12)CC(C)(C)OC3	-3	78	81
COc1ccc(-c2cn3c(C)c(C(=O)N4CCN(c5ccccc5F)CC4)sc3n2)cc1	10	85	74
CC[N+](C)(C)c1cccc(O)c1	4	101	97

Brought forward from above: 7 compounds, then new ones.
canonical_smiles	MRP resist rev	MRP resist rev cytotoxicity	MRP resist rev with doxorubicin
COc1ccc(C)cc1NC(=O)c1cc2c(C)nc3ccccc3c2o1	2	92	89
Cc1cccc(CN2CCN(C(c3ccccc3)c3ccc(Cl)cc3)CC2)c1 (configuration not stated)	-4	89	92
Cc1ccc(N2CCn3c2nc2c3c(=O)n(CCc3ccccc3)c(=O)n2C)cc1	-14	77	91
C[C@H]1C[C@H]2[C@@H]3CCC4=CC(=O)C=C[C@]4(C)[C@@]3(Cl)[C@@H](O)C[C@]2(C)[C@@]1(O)C(=O)CO	-4	89	93
Cc1nc2sc3c(c2c2nc(-c4ccco4)nn12)CC(C)(C)OC3	-3	78	81
COc1ccc(-c2cn3c(C)c(C(=O)N4CCN(c5ccccc5F)CC4)sc3n2)cc1	10	85	74
CC[N+](C)(C)c1cccc(O)c1	4	101	97
CC1CCCCC1NC(=O)CN1C(=O)CSc2cc(S(=O)(=O)N3CCCCCC3)ccc21 (configuration not stated)	-9	62	71
O=C(c1cc2c(=O)oc3ccccc3c2s1)N1CCN(c2ccccn2)CC1	-8	89	97
Nc1c(Br)cc2oc(-c3ccccc3)nc2c1Br	-8	22	30
Cn1c(=O)[nH]c(=O)c2c1nc(N1CCCCC1)n2CCSc1ncccn1	18	102	84
O=C(c1cccc(Cl)c1)N1CCN(Cc2ccncc2)CC1	-10	89	99
CCOc1cc2c(cc1OCC)C(c1ccc(O)c(OC)c1)NCC2 (configuration not stated)	4	76	72
COC(=O)/C=c1/s/c(=C(/C#N)C(=O)N2CCCCC2)n(-c2ccccc2)c1=O	-35	36	71
CCCCOc1cc(C(=O)NCCN(CC)CC)c2ccccc2n1	0&4	72&77	72&74
CN(c1nnc(N)s1)C1CCCCC1	3	103	100
NC(=O)N1c2ccccc2C=Cc2ccccc21	7	103	96
Cc1n[nH]c(C)c1S(=O)(=O)N1CCCC(C(=O)NCc2ccccc2Cl)C1 (configuration not stated)	3	84	81
CCCC1(C(=O)OC)NC(c2cc(OC)c(OC)c(OC)c2)C2C(=O)N(CC)C(=O)C21 (configuration not stated)	5	82	76
O=C(CCc1nc2ccccc2[nH]1)NC1CCCCC1	9	95	86
CCCCCCn1c(CN2CCN(C)CC2)nc2c1c(=O)n(C)c(=O)n2C	1	76	75
Cc1c(Cl)cccc1Nc1ccccc1C(=O)O	15	94	79
CC(C)(NCc1ccccc1Cl)C(=O)O	2	109	107
CC(C)c1cc(NCCCN2CCOCC2)n2c(nc3ccccc32)c1C#N	17	50	33
CCOC(=O)N1CCc2c(sc(NC(=O)c3ccc(S(=O)(=O)N4CCCC4)cc3)c2C#N)C1	3	13	11
Cc1cc(Nc2cccc(C)c2C)n2nc(C)nc2n1	-6	89	95
Cc1ccc(CSc2nnc(Cn3c(=O)sc4ccccc43)n2C)cc1	-2	83	85
Cn1c(Cn2c(=O)sc3ccccc32)nnc1SCC(=O)N1CCCCCC1	11	102	91
Cc1ccc(CNC(=O)CCNS(=O)(=O)c2cccs2)cc1	-9	99	108
Cc1nc(CSc2nnc(C)s2)cs1	9	104	95
CCCCNC(=O)c1cn(C)c2ccc(S(=O)(=O)N3CCOCC3)cc2c1=O	0	80	80
COc1ccc(-c2coc3cc(O)cc(O)c3c2=O)cc1	-2	80	82
CC1(C)S[C@@H]2[C@H](NC(=O)[C@H](N)c3ccccc3)C(=O)N2[C@H]1C(=O)O	-7	97	104
Cc1ccc(N2CCN(c3cc(C)nc4nc(C)nn34)CC2)c(C)c1	2	96	94
Cc1ccc(S(=O)(=O)NC(=O)NN2CCCCCC2)cc1	6	91	86
Cc1ccc2cc(-c3noc(C4CCCCC4)n3)c(=O)[nH]c2c1	4	103	99
CCn1c2ccccc2c2nnc(SCN3C(=O)c4ccccc4C3=O)nc21	-1	57	58
COc1ccc(N=c2scc(-c3ccc(S(=O)(=O)N4CCOCC4)cc3)n2CCCO)cc1	28	54	26
CC(C)c1nnc(NC(=O)Cc2cccs2)s1	-7	96	103
O=C(Oc1nsnc1N1CCOCC1)N1CCCC1	4	84	80
CCOc1ccc2nc(NC(=O)Nc3cccs3)sc2c1	-1	35	36
CN(C)c1nc(N2CCCCC2)nc(N2CCCCC2)n1	5	107	102
O=C(CN1CCN(Cc2ccc(Cl)cc2)C1=O)NCCN1CCCC1	-4	94	98
CCOC(=O)c1cc2sc(C)cc2n1CC(=O)Nc1cccc(C)c1C	6	89	83
CC(C)CN(CC(C)C)c1nnc(N)s1	1	102	100
Cc1cc(C(C)(C)C)cc(C)c1CC1=NCCN1	-10	89	99
Cc1cccn2c(=O)c3cc(C#N)c(=NC(=O)c4ccc5c(c4)OCO5)n(CC(C)C)c3nc12	15	56	41
Cn1c([N+](=O)[O-])cnc1COC(N)=O	-2	93	95
Cc1ccc(-n2c(CSc3nc(C)cc(C)n3)nnc2SCC(=O)Nc2nccs2)cc1	6	70	63
O=c1c2ccccc2[nH]c(=S)n1CCN1CCC(=C(c2ccc(F)cc2)c2ccc(F)cc2)CC1	9	72	64
CC(C)(C)NC(=O)C(c1ccco1)N(C(=O)Cn1nnc(-c2ccc(F)cc2)n1)c1cccc(F)c1 (configuration not stated)	9	92	82
Cc1cc(C(=O)Nc2sc3c(c2C#N)CCCC3)no1	-25	27	52
Cc1ncc([N+](=O)[O-])n1CCO	0	97	98
Cc1cc2oc3c(c(=O)c2cc1C)C(c1ccc(C(C)C)cc1)N(CCCN1CCOCC1)C3=O (configuration not stated)	6	92	86
COc1ccccc1/C=c1\sc2nc(-c3ccncc3)nn2c1=O	9	84	75
C=CCc1c(C)c(C#N)c2nc3ccccc3n2c1N1CCN(C)CC1	16	46	30
O=C(NCc1ccco1)c1nnc(Cc2ccc(F)cc2)o1	9	98	89
